Source: PubChem BioAssay
Tat export inh – inhibitors of E. coli Tat protein transport. actives 0.036% (n = 340,000). E. coli MC4100 TorA-mCherry Tat export, fluorescence. inhibition, % at 10 µM;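 active = mean replicate inhibition at least 50% and at least half of replicates individually reaching 50%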;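 also: exported cargo escapes ClpAP degradation while cytoplasmic cargo is degraded and loses fluorescence; 0% = median of neutral control wells and 100% = median of NaSCN control wells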
SUMO Mot1 rescue – inhibitors of SUMOylation pathway: yeast Mot1-301 growth rescue | S. cerevisiae Mot1-301 growth rescue, ATP luminescence, 38.5C; percent above DMSO median, 100 means doubled | growth rescue, % at 18.8 µM | actives 1% (n = 320,000) | AID 2716;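 active = every valid replicate shows activation above 250% relative to neutral control wells; inactive = the rest, any valid replicate at or below 250%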;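 also: OY570 slx delta 5 strain wells were the positive control but not used for scaling; some compounds called inactive have numbers as strong as hits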
PKA-R1A activ – activates the PKA-R1A holoenzyme complex; P00514+P68181; PKA-R1A dissociation, Cy5-IP20 fluorescence polarization; scaled: DMSO 0%, 113 µM cGMP 100%; activation, % at 11.4 µM; actives 0.083% (n = 340,000); AID 504707;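 active = percent activation above the mean of all tested compounds plus 3 SD, cut at about 19% in these data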;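 also: higher means more PKAc released from R1A so a rise in polarization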
HTR5A inv ctr – counter-screen for OPRM1-OPRD1 inverse agonists: human HTR5A inverse agonism. P47898. inhibition, % at 9.3 µM. HTR5A cell line, luminescence. actives 0.083% (n = 340,000); in the data active = inhibition mostly above about 23%, no sharp cut-off; inactive = mostly below about 18%;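 also: 0% = cells with DMSO and 100% = no-cell wells with DMSO; some compounds called inactive have numbers as strong as hits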
Target sequence (P47898 whole entry, looked up): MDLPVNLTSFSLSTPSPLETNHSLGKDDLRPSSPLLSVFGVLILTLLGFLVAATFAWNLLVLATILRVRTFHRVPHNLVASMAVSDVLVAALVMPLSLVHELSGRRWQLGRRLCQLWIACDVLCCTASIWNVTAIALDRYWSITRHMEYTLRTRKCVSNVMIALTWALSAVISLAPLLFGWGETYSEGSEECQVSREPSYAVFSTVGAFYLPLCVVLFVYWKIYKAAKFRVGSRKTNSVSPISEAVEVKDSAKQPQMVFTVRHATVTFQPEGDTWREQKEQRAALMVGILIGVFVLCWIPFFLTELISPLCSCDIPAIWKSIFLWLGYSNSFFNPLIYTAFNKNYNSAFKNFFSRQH
PKA-R2B activ – PKA-R2B complex activation; P22694+P31323; PKA-R2B holoenzyme dissociation, Cy5-IP20 fluorescence polarization; R2B truncated from residue 108, S112A mutant; 0% DMSO only, 100% 113 µM cGMP; activation, % at 11.4 µM; actives 0.079% (n = 340,000); AID 504700;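 active = activation above a cutoff set at the mean over all compounds plus 3 SD, cut at about 18% in these data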;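 also: higher means more holoenzyme dissociation and a rise in polarization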
Target sequence (P31323 whole entry, looked up, other chains not shown, the tested form may be a part): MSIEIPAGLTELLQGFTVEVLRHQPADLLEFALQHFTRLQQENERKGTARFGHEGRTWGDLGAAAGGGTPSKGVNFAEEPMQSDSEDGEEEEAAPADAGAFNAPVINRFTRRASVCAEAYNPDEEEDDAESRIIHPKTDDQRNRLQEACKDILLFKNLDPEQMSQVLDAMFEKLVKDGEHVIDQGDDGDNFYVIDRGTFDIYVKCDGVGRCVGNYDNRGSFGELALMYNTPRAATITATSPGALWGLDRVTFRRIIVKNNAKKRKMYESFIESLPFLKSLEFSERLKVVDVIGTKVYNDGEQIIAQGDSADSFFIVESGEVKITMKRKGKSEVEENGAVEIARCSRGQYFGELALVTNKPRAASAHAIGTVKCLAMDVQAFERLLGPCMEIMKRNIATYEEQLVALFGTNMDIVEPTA
Ecoli viability – bacterial growth inhibition, counter-screen for AddAB inhibitors; E. coli V3065 growth, OD600 absorbance, 18 h; inhibition, % at 11.9 µM; actives 0.27% (n = 330,000); AID 449728;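 active = inhibition above the campaign's mean inhibition across all tested compounds plus 3 SD, cut at about 9.9% in these data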;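 also: uninfected addAB+ strain grown without phage in ampicillin broth; 0% = DMSO wells and 100% = ciprofloxacin 0.95 µg/ml wells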
phage Ecoli inh – E. coli growth loss with phage present; growth absorbance; inhibition, % at 11.9 µM; actives 0.26% (n = 360,000); AID 651602; in the data active = inhibition above about 11%
OPRM1-OPRD1 ag – agonists of human mu-delta opioid receptor heterodimerization; P35372+P41143; cells, OPRM1-OPRD1 heterodimerization, luminescence; activation, % at 9.3 µM; actives 0.3% (n = 340,000); in the data active = activation above about 18%;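 also: 0% = vehicle-treated cells and 100% = reference agonist; values of inactives mirror those of a sister screen read the other way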
MOR-DOR inv ag – mu-delta opioid heterodimer inverse agonism. cell-based MOR-DOR heterodimer luminescence. P35372+P41143. inhibition, % at 9.3 µM. AID 504357. actives 0.21% (n = 340,000); in the data active = inhibition above about 22%, passing the limit was not always enough;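 also: 0% = cells with DMSO and 100% = wells without cells with DMSO; values of inactives mirror those of a sister screen read the other way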
PfHsp90 yeast 2 – inhibits growth of yeast expressing Plasmodium falciparum Hsp90. AID 504621. S. cerevisiae expressing PfHsp90, BacTiter-Glo ATP, 48 h; yeast lacking PDR1 and PDR3 efflux regulators. actives 0.32% (n = 310,000). inhibition, % at 9.4 µM;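 active = every replicate shows inhibition above about 80%, whatever the replicate mean, limit read from the data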;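 also: 0% = DMSO neutral controls and 100% = 20 µM radicicol positive controls; yeast relying on Plasmodium falciparum Hsp90 in place of its own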
AddAB inh – less growth of phage-infected E. coli with AddAB; actives 0.29% (n = 330,000); inhibition, % at 11.9 µM; E. coli expressing H. pylori AddAB, absorbance growth; in the data active = inhibition above about 12%;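 also: 0% = vehicle wells of infected cells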
* hit, by the source's call; · = not tested or not shown.

Compound	PKA-R2B activ	Ecoli viability	Tat export inh	phage Ecoli inh	SUMO Mot1 rescue	OPRM1-OPRD1 ag	PKA-R1A activ	HTR5A inv ctr	MOR-DOR inv ag	PfHsp90 yeast 2	AddAB inh
CC(C)N(CCCNC(=O)C1CCN(S(=O)(=O)N2CCOCC2)CC1)Cc1ccccc1	0	0.7	0	2.1	-16	-1.3	3	14	7	-9	3.9
Cc1cc(-c2ccccc2)n(-c2cc(N/N=C/c3ccccc3O)ncn2)n1	-12	5.3	-4	16*	-5	3.1	-10	11	-17	-5	9.3
CCOC(=O)N1C2=NC(C(=O)OC)=C(C(=O)OC)[C@@H]3N(C)c4ccccc4[C@]23C[C@H]1C(=O)OC	8	-1.2	5	1.1	315	-1.5	7	-23	9	-1	2.3
COC(C[C@@H]1O[C@H]1[C@@H](O)[C@@H](C)OCc1ccccc1)OC	7	·	-4	2.5	·	-0.5	7	14	3	·	·
CCOc1ccccc1NC(=O)Cn1cnc2c(nnn2-c2cccc(OC)c2)c1=O	-6	-0.6	8	1.6	1	-0.9	1	-13	5	34	-2.6
O=C(CSc1nnc(-c2ccccn2)o1)Nc1ccccc1	-1	-0.8	-6	4.9	8	-1.8	0	-3	9	15	3.9
CN(CC(=O)Nc1c(Cl)cccc1Cl)C(=O)c1cccc(S(=O)(=O)NCc2ccccc2)c1	-9	-1.3	-2	1.8	5	1.1	-2	-6	-7	·	0.2
COC(=O)c1nc2cc(C)ccn2c1F	-2	0.1	-8	0.5	3	0.3	1	-27	-2	-19	-1.4
Cc1cc(C)n2c(SCC(=O)Nc3cc(S(=O)(=O)N(C)C)ccc3C)nnc2n1	-6	-1.4	3	2.1	9	-3.0	0	-2	15	17	-0.2
COc1ccccc1NC(=O)CN(Cc1ccccc1)S(C)(=O)=O	-1	-0.8	-9	2.9	-21	3.3	-6	-15	-19	-17	-0.7
CC(=O)N1CCc2cc(S(=O)(=O)NCCC(=O)Nc3cccc(C)c3)ccc21	-10	-2.7	1	1.0	352	0.3	-2	2	-2	6	0.8
Cc1cccn2c(=O)c3cc(C(=O)NCCN4CCOCC4)c(=N)n(CCc4ccccc4)c3nc12	-10	-0.4	-5	4.4	13	-3.6	-5	-26	21	2	2.7
Cn1nccc1C(=O)NC1CCN(Cc2ccccc2)CC1	-11	0.1	-7	1.8	-10	-0.6	6	-9	3	-10	1.5
CN1CCC(NC(=O)c2cc(-c3cccc(Br)c3)nc3ccccc23)CC1	4	-1.4	3	2.1	-14	-3.1	9	-9	17	5	3.3
Cc1ccc(N2C(=O)[C@@H]3C(c4cccnc4)=NO[C@@H]3C2=O)c(C)c1	6	1.0	0	3.1	-8	-2.2	-12	-8	11	2	1.7
CCOC(=O)N1CCN(c2c(NCCc3ccccc3)c(=O)c2=O)CC1	0	0.3	-7	3.1	-5	-0.5	6	16	3	24	0.4
CCOc1cccc(C2C(C(=O)c3cccs3)=C(O)C(=O)N2Cc2cccnc2)c1 (stereo not drawn)	0	-0.2	-10	0.9	191	1.4	2	1	-6	-13	3.1
Cn1cccc1C(=O)OCC(=O)NCc1cccs1	3	-1.3	-4	3.6	-8	-3.4	-2	-12	18	-3	-1.4
CCCCNC(=O)c1onc(CSc2cccc(F)c2)c1C(=O)O	-8	-0.7	-3	-3.0	-12	-3.0	-21	-37	14	-17	0.4
O=c1c2ccccc2cnn1-c1ccc(Br)cc1	1	-3.3	-6	0.9	-7	0.8	-11	-6	-4	15	2.5
CCC(=O)c1cc(Br)ccc1OCC(=O)N1CCN(S(=O)(=O)c2ccccc2)CC1	0	·	6	4.7	·	-0.5	-3	-2	2	23	·
CCN(CC)c1ncnc2sc(C(=O)N3CCN(c4ccc(OC)cc4)CC3)c(C)c12	-2	1.4	1	·	-6	-2.9	2	-23	12	-17	4.8
O=C(NC(=S)Nc1ccc2c(c1)OCCO2)c1ccccc1F	-3	1.4	4	1.7	88	-1.7	-5	7	8	-17	-1.4
Cc1nnc(N2C(=O)C(=O)/C(=C(/O)c3ccc4c(c3)OCCO4)C2c2ccc([N+](=O)[O-])cc2)s1 (stereo not drawn)	0	-2.0	-2	2.6	8	-2.4	-28	2	13	9	1.6
Cc1ccc(-c2ccc(C3C(C#N)=C(N)Oc4n[nH]c(C)c43)o2)cc1 (stereo not drawn)	0	0.6	-1	0.6	14	-1.6	-9	2	8	-8	1.0
CCN(CC(=O)Nc1ccc2c(c1)OCCO2)C(=O)/C=C/c1cccc(Br)c1	-6	0.7	-8	1.5	10	-0.9	0	7	6	-14	0.8
O=C(CCC(=O)N(CC(=O)NC1CCCCC1)CC1CCCO1)Nc1nccs1 (stereo not drawn)	-5	3.5	0	1.1	2	-1.1	-3	9	6	20	-0.2
COc1ccc(OC)c(/C=N/N=C(\N)c2nonc2N)c1	-4	1.7	-6	1.3	4	-0.2	4	3	1	-3	-3.0
COc1ccc(C2N(C(=O)N(C)C)CCN2S(=O)(=O)c2ccc(OC)cc2)cc1 (stereo not drawn)	-3	-1.0	0	1.8	-2	-2.1	-4	-33	14	1	2.2
CCCN(C(=O)Cn1nc(C)c([N+](=O)[O-])c1C)c1c(N)n(Cc2ccccc2)c(=O)[nH]c1=O	-11	-1.6	-2	2.1	0	1.1	-7	-9	-7	-13	-0.5
O=C(Nc1ccc2nn(-c3ccccc3)nc2c1)c1ccc2c(c1)OCO2	-5	-0.5	8	1.7	323	6.6	8	-25	-32	·	1.4
CC(C)COc1cc(=O)[nH]c(SCC(C)C)n1	-1	-0.5	2	0.6	-5	2.5	-5	10	-15	8	2.7
Cc1ccc(C(=O)Oc2coc(CSc3nnc(NC(=O)c4cccs4)s3)cc2=O)cc1C	2	-2.3	3	-0.7	-1	-1.7	12	2	9	15	1.1
Cc1ccc(NC(=O)Nc2ccc3c(c2)CCC3)c(C)c1	-5	·	-2	0.2	-7	-1.7	-8	-10	9	-29	·
C=CCOc1ccc(/C=C2\SC(=Nc3cccnc3)NC2=O)cc1	6	-0.2	-8	3.6	4	-1.4	13	-18	7	22	2.0
O=C(O)c1ccc2c(=O)n3cc(C(=O)c4ccccc4O)cc(Cl)c3nc2c1	-1	1.2	8	1.7	-18	1.3	-8	-3	-7	8	-1.3
COc1ccccc1C(=O)NC(CCSC)C(=O)NCCCn1nc(C)cc1C (stereo not drawn)	-14	-1.9	1	6.1	195	-5.9	-4	4	29	-11	2.6
CC1(C)CC2CC(C)(CN2C(=O)COC(=O)Cn2[nH]c(=O)c3ccccc3c2=O)C1 (stereo not drawn)	-18	-2.2	-7	1.9	16	-1.3	-7	-8	7	-20	-0.2
N#Cc1nc(Cc2ccccc2)oc1N1CCC(C(N)=O)CC1	6	0.3	-11	1.8	9	-1.5	7	-5	8	4	1.4
CSCCC(N=C1NS(=O)(=O)c2ccccc21)C(=O)NCc1ccccc1F (stereo not drawn)	-6	0.3	-11	1.3	-10	-2.5	-4	5	13	-13	0.2
CC(=O)c1c(C)[nH]c(C(=O)OCC(=O)NCCCc2ccccc2)c1C	-14	1.1	2	1.7	-15	-1.6	-5	-6	9	-21	0.4
COC(=O)c1ccccc1NC(=O)COC(=O)c1ccc(C)c(NC(=O)c2ccco2)c1	-2	-2.4	-4	0.6	55	-0.9	-2	-21	4	·	2.1
CCNc1cc(=O)n(C)c(=O)n1C	-12	-1.0	-12	-0.3	-9	-0.3	-5	-3	1	10	0.5
CNc1nc(-c2ccc3c(c2)CCN3S(=O)(=O)c2ccccc2)c(C)s1	6	-0.6	5	2.1	-7	-0.3	-3	-8	1	9	3.5
COc1cc2nc(Nc3cccc(F)c3)nc(N)c2cc1OC	-6	-2.1	-6	-2.0	-11	27*	-6	-10	-128	-1	0.3
O=C(Nc1nncs1)c1cccnc1Cl	2	0.4	-2	1.2	-24	-3.0	-2	3	16	28	2.0
O=C(c1cc(Cl)cc(Cl)c1)N1CCC(=O)N(C(COCc2ccccc2)Cc2ccccc2)CC1 (stereo not drawn)	-4	-0.1	13	-0.5	-8	4.2	-1	-3	-24	9	-0.3
Cc1cc(C(=O)OCC(=O)NC2CCC(C)CC2)c(C)o1 (stereo not drawn)	-1	1.4	-12	-0.3	-14	-3.2	-5	1	12	-9	-0.1
Cc1ccc(C(=O)CSc2nnc(COc3cccc(C)c3)o2)cc1	4	4.2	-3	2.0	-1	1.3	4	-11	-6	8	3.1
CC1=CS(=O)(=O)CC1SC(=S)N(C)C1CCS(=O)(=O)C1 (stereo not drawn)	0	1.0	-1	3.5	-11	-2.3	-5	5	12	18	2.0
Cc1cc(NC(=O)/C=C/c2ccccc2Cl)n(-c2nc3ccccc3[nH]2)n1	7	-0.8	-3	2.9	8	-1.2	-7	6	7	-10	-2.6
CC1CCCC(NC(=O)CCNC(=O)c2ccccc2Cl)C1C (stereo not drawn)	-17	3.3	-1	4.3	1	0.5	-5	0	-3	5	3.7
COc1ccc2[nH]c(=O)c(-c3noc(-c4ccccc4)n3)cc2c1	6	2.4	-1	2.2	177	2.1	-5	-1	-12	-10	0.7
O=C(C(=O)N1CCc2ccccc2C1)c1cn(CC(=O)N2CCCC2)c2ccccc12	1	-2.5	5	2.3	-25	-2.1	3	16	11	-22	3.5
Cc1ccc(SCCC(=O)NCCSCc2ccccc2C)cc1	13	1.9	12	-0.7	9	0.3	1	-20	-1	-47	-1.1
CC1CCN(c2nnc(NC(=O)Cn3c(=O)oc4ccccc43)s2)CC1	7	0.5	-6	1.6	3	2.6	13	-16	-15	-55	3.4
NC(=S)N/N=C/c1ccccc1OC(=O)c1cc2ccccc2oc1=O	-1	-0.4	2	1.9	70	-3.2	0	4	17	-4	5.4
CCC(C)(C)NC(=O)c1cc(C(=O)OC)cc([N+](=O)[O-])c1	-21	-0.4	-3	3.0	8	-2.7	9	8	12	11	0.7
Cc1cc(SCC#N)nc2ccccc12	1	1.4	-1	-0.8	·	-0.4	1	-1	2	·	3.2
COc1ccc(Cl)cc1NC(=O)CSc1cccc[n+]1[O-]	8	2.8	2	1.1	-11	-2.0	-1	6	10	1	-0.1
COc1ccc(NC(=O)Cn2nc(C(=O)O)c3ccccc3c2=O)cc1S(=O)(=O)N1CCCCC1	7	-1.0	4	-0.9	38	-1.9	0	1	10	·	-2.5
Cc1cn(CC(=O)NCC(C)c2ccccc2)c(=O)[nH]c1=O (stereo not drawn)	7	·	-9	4.0	·	-1.4	3	-8	6	40	·
